Screens deposited in PubChem by several laboratories.
ROMK primary = modulates human ROMK potassium channel activity | P48048 | Tet-inducible ROMK, thallium flux fluorescence; actives lie on both sides | B-score at 10 µM | 130,000 compounds, 2% hits | AID 1918;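 active means signal ratio slope over the read window, or its plate-corrected B-score, at least 3 SD from the plate mean, either direction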;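 further: B-score of the F/F0 ratio slope over 7 to 12 s after thallium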
PPARg SRC2 recr = PPARgamma-driven SRC-2 recruitment agonism; activation, % at 8 µM; P37231; PPARgamma LBD-SRC-2 recruitment, biochemical; 200,000 compounds, 0.34% hits; in the data active means activation above about 22%;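 further: 0% = vehicle and 100% = reference agonist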
Target sequence (P37231 whole entry, looked up, the tested form may be a part): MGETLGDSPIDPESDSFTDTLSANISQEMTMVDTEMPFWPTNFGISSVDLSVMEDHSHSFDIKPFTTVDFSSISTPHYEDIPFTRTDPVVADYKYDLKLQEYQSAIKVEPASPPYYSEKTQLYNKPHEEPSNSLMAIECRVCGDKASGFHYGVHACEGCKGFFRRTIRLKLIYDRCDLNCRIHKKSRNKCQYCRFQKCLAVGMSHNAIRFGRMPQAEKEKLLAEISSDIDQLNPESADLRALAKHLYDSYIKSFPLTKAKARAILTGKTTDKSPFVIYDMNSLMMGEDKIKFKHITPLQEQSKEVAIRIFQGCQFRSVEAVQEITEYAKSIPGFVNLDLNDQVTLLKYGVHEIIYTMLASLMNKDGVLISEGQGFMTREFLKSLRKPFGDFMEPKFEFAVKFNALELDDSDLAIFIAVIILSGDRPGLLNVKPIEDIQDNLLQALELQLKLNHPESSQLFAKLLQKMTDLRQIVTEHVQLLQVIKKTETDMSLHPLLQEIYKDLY
PPARg SRC-1 ag = promotes SRC-1 coactivator recruitment by human PPARgamma; PPARgamma-SRC-1 coactivator recruitment biochemical assay; AID 631; activation, % at 8 µM; 200,000 compounds, 0.41% hits; P37231; in the data active means activation above about 19%;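 further: 0% = DMSO and 100% = reference agonist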
STAT3 inh = STAT3 signaling inhibition; U3A cells, IL-6 STAT3-luciferase reporter, luminescence; host cell line lacks STAT1; inhibition, % at 5.5 µM; 190,000 compounds, 0.89% hits; AID 862;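 active means inhibition above the mean inhibition across all screened compounds plus 3 SD, cut at about 44% in these data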;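 further: 0% = DMSO only wells and 100% = 100 µM nifuroxazide control wells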
PPARg SRC-3 ag = PPARgamma-driven SRC-3 recruitment agonism; biochemical PPARgamma/SRC-3 coactivator recruitment assay; activation, % at 8 µM; 200,000 compounds, 0.26% hits; AID 731; in the data active means activation above about 23%;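 further: 0% = DMSO and 100% = reference agonist; some compounds past the cut are filed as inactive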
S1P3 antag = S1P3 (human) receptor antagonism; Q99500; CHO S1P3 NFAT-BLA reporter, FRET fluorescence, antagonist mode; inhibition, % at 4.98 µM; 170,000 compounds, 0.27% hits;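 active means inhibition above the plate cutoff, the mean inhibition of test wells on that plate plus 3 SD, cut at about 28% in these data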;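 further: cells challenged with S1P at its EC80 of 0.8 µM; blue over green emission ratio from cleaved BLA substrate after 4 h stimulation; 0% = S1P-stimulated wells and 100% = unstimulated DMSO-only wells; some compounds past the cut are filed as inactive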
Target sequence (Q99500 whole entry, looked up): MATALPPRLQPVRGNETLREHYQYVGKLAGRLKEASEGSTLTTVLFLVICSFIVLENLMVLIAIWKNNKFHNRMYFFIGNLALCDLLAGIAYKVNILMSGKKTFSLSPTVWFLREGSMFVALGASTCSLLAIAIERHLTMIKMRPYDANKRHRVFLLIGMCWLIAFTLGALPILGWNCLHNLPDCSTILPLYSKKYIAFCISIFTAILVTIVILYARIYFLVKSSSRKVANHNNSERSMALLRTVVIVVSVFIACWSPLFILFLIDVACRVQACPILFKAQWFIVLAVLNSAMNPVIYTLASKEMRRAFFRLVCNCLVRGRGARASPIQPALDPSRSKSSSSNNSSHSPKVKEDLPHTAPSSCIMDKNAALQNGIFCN
TLR4 MyD88 comp = inhibitors of human TLR4-MyD88 binding. inhibition, % at 8.4 µM. O00206+Q99836. AID 861. HeLa CL3-4 TLR4/MyD88 BLA complementation, FRET ratio. 200,000 compounds, 0.18% hits; in the data active means inhibition above about 25%;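 further: 0% = vehicle and 100% = reference inhibitor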
RAM network inh = inhibitors of the yeast RAM network | S. cerevisiae dse1pr::URA3 reporter, 5-FOA growth OD615, 2 d; analog-sensitive cbk1-as2 kinase mutant strain | inhibition, % at 50 µM | 190,000 compounds, 1.8% hits | AID 868;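 active means inhibition above a set limit, 3 SD over mean compound inhibition, cut at about 8.4% in these data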;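 further: 0% = DMSO-only wells with no growth and 100% = 10 µM 1-NA-PP1 full growth; inhibition rescues growth on 5-FOA so higher OD means more RAM inhibition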
STAT1 inh = inhibitors of IFN-gamma induced STAT1 signaling; NIH 3T3 STAT1-luciferase reporter, luminescence; 200,000 compounds, 0.35% hits; inhibition, % at 5.5 µM;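 active means inhibition above a set limit, the mean inhibition across all tested compounds plus 3 SD, cut at about 34% in these data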;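 further: 0% = IFN-gamma with DMSO and 100% = IFN-gamma with 300 µM nifuroxazide; values of inactives mirror those of a sister screen read the other way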
STAT3 act = STAT3 signaling activation; U3A cells, IL-6 STAT3-luciferase reporter, luminescence; 100% = signal with IL-6 EC80 alone; activation (% of control), % at 5.6 µM; 190,000 compounds, 0.91% hits;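 active means activation above the screen-wide mean of compound activation plus 3 SD, cut at about 130% in these data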;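 further: 0% = background luminescence of wells with medium and substrate only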
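Material: human STAT1-deficient U3A cells with stable STAT3-luciferase reporter / Probe or stimulus: IL-6 stimulus at 33 ng/mL final / Schedule: 1 h compound pre-exposure, 6 h IL-6 stimulation, 37 °C / Technique: luminescence / Read-out basis: percent of IL-6-only median luminescence / Control set: IL-6-only high control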
TR-FRET SRC-2 ct = flags TR-FRET format artefacts in PPARgamma SRC-2 recruitment agonist screen; TR-FRET artefact counter-screen; stronger effect = higher value; TR-FRET ratio at 8 µM; 200,000 compounds, 0.4% hits; in the data active means TR-FRET ratio above about 2000; further: inactives centre near 1500
* hit, by the source's call; · = no result given. Compounds were not picked by outcome; any-hit rate near 5.6%.

SMILES,ROMK primary,PPARg SRC2 recr,PPARg SRC-1 ag,STAT3 inh,PPARg SRC-3 ag,S1P3 antag,TLR4 MyD88 comp,RAM network inh,STAT1 inh,STAT3 act,TR-FRET SRC-2 ct
Cc1ccc(S(=O)(=O)N2CCN(CC(=O)N(CC(C)C)c3c(N)n(CC(C)C)c(=O)[nH]c3=O)CC2)c(C)c1,·,2.2,-3.9,5.8,-1.5,4.2,7.0,1.9,0.3,95.9,1365
Cn1c(NNC(=O)C2CCCCC2)cc(=O)n(C)c1=O,-0.177,-1.3,-2.0,4.8,0.7,-20.4,-23.4,0.6,-4.8,97.9,1563
Cc1ccc(N2C(=O)C(Cc3ccc(O)cc3)NC2=S)cc1C (stereo not drawn),-0.0194,-1.7,4.3,-2.4,-3.7,-3.0,3.9,0.6,-7.2,103.1,1435
Cc1c(Nc2ccc(C=O)cc2)c(=O)n(-c2ccccc2)n1C,·,-12.6,-7.2,1.2,1.0,-21.0,-7.6,0.9,-3.5,100.3,1470
NS(=O)(=O)c1ccc(NC(=S)Nc2nn(Cc3ccc(Cl)cc3Cl)cc2Cl)cc1,0.0366,4.2,13.3,17.3,2.2,4.8,9.3,3.4,0.9,88.2,1668
Nc1ncnc2nc(SCC(=O)N3CCN(c4ccccc4)CC3)[nH]c12,-0.509,2.1,-1.7,2.9,1.9,0.5,10.3,0.5,0.8,100.9,1518
O=C(Nc1ccccc1)c1ccc(C(=O)Nc2ccccc2)nc1,0.621,-5.3,12.5,5.7,-2.5,2.0,-9.8,5.0,-7.2,99.9,1535
Cc1ccc(-c2cc(C(=O)N/N=C/C=C/c3ccco3)c3ccccc3n2)cc1C,0.215,8.6,5.9,46.8*,9.4,·,4.1,5.6,23.0,63.7,1579
COc1ccc(S(=O)(=O)NCCOc2ccccc2)cc1C,-0.0306,2.8,4.7,5.1,2.3,-3.3,11.7,0.0,-4.9,98.5,1640
COc1ccc(-c2nn(-c3ccccc3)cc2/C=C/C(=O)OCC(=O)Nc2ccc(C#N)cc2)cc1,·,-6.3,-0.8,-2.9,-5.5,-1.5,-3.5,2.5,-2.6,102.4,1462
CCCCOc1ccc(-c2cn3ccccc3n2)cc1[N+](=O)[O-],-0.00357,5.0,-0.1,-1.7,2.7,5.5,-4.7,-0.1,-35.4,101.7,1598
Cc1ccccc1C(=O)c1cccn1CC(=O)NCc1ccccc1,-0.0281,0.9,0.0,8.1,-1.5,2.2,-9.9,1.4,-2.9,103.1,1397
COc1ccc(Cc2nnc(SCc3nc4ccccc4c(=O)[nH]3)n2C)cc1,·,-8.2,3.9,4.0,-12.3,-3.4,4.9,1.8,-5.2,101.5,1495
COc1ccc(C)cc1NC(=O)Nc1ccccc1,-1.26,-1.9,-0.4,27.0,-6.2,·,8.4,-0.4,7.1,81.9,1256
COc1ccc(-c2cc(C(F)(F)F)n3nc(C(=O)O)nc3n2)cc1,·,2.6,2.1,15.0,1.1,-13.9,-12.2,0.4,-1.1,95.4,1812
COc1ccc(CNC(=O)c2ccc(-c3ccccc3)cc2)cc1OC,0.805,6.9,8.3,9.5,5.5,-10.6,-0.9,6.0,1.6,93.1,1470
CC(C)(C)c1cc(C(=S)N2CCN(CCO)CC2)cc(C(C)(C)C)c1O,-0.552,9.9,6.3,1.9,28.1*,2.4,-0.7,0.7,4.0,100.2,1569
CC(C)c1cc(C(=O)NC2CCCCC2)no1,-0.0144,8.0,11.3,-4.3,2.0,-19.0,4.1,0.6,-20.6,107.3,1629
CCCc1nn(C)c(C(=O)Nc2ccc(Cl)cc2)c1Cl,·,-1.7,-4.9,7.8,0.3,-5.6,-5.0,2.7,-4.0,90.2,1516
CCOc1ccc(NC(=NCc2ccc3c(c2)OCO3)SC2CC(=O)N(c3ccccc3)C2=O)cc1 (stereo not drawn),0.196,-3.6,-6.9,-4.7,-2.6,·,6.0,0.9,5.2,106.7,1328
Cc1cc(Cl)cc(Cl)c1OCCCCN(C)C,·,4.5,3.2,9.6,1.9,-3.5,6.4,0.5,-0.9,92.8,1534
CC12CC(c3ccccc3O1)N(C(=O)c1ccco1)C(=S)N2c1ccc(F)cc1 (stereo not drawn),·,9.0,4.5,-3.3,2.1,·,6.0,1.9,-3.7,105.0,1516
CC1(C)Cc2c(C#N)c(N)sc(=S)c2CS1,-1.66,14.7,5.1,0.7,9.4,-2.3,-8.4,0.3,4.1,100.0,1335
O=C(NCc1ccco1)/C(=C\c1cccs1)NC(=O)c1ccco1,-1.55,0.5,-4.2,-4.1,0.6,-7.8,-8.0,3.9,-5.5,107.5,1535
COc1ccc2c(C(=O)CN3CCC(C)CC3)c[nH]c2c1,-0.191,6.1,-1.7,-4.7,4.5,·,-4.8,-0.7,-12.8,104.1,1567
CCNc1nc(N2CCOCC2)nc(N(c2ccccc2)c2ccccc2)n1,0.828,-2.4,-9.4,7.8,-2.7,11.4,10.5,3.5,1.2,97.1,1411
CC(C)(C)C(=O)Nc1ccc(S(=O)(=O)Nc2ccccn2)cc1,0.0532,-7.4,-6.1,5.1,-3.8,5.6,-1.1,0.4,-3.2,100.5,1471
CCS(=O)(=O)N1Cc2ccccc2CC1C(=O)Nc1cccc(C)c1 (stereo not drawn),-0.68,3.3,9.4,-12.7,8.3,-23.1,-1.2,3.1,-15.9,110.9,1882
CC(=O)Nc1c(C(=O)N2CCCCCC2)cnn1-c1ccccc1Cl,0.389,4.1,-6.9,2.4,7.5,·,-1.8,2.1,0.5,100.7,1527
O=C(Nc1ccccc1)c1ccccc1OCC(O)CN1C(=O)c2ccccc2S1(=O)=O (stereo not drawn),·,8.7,4.5,6.8,2.9,12.5,-4.3,3.3,-0.3,96.4,1595
CC(C)(C)NC(=O)NC(=O)COC(=O)C1=COCCO1,0.402,9.4,1.7,5.1,-4.6,·,4.8,0.8,8.4,94.5,1668
CCC(C)NC(=O)Cn1c(=O)n(-c2ccc(OC)cc2)c(=O)c2ccc(C(=O)NCc3ccc(C)cc3)cc21 (stereo not drawn),-0.265,-3.2,-4.3,-11.2,3.6,-8.3,-1.4,1.8,-0.2,110.8,1555
CCCNC(=O)Cn1c(=O)cnc2ccccc21,·,0.6,-5.1,3.2,1.2,-6.5,1.4,-0.8,0.9,93.9,1512
Cc1ccccc1C(=O)NC(=S)Nc1ccc(Cc2ccncc2)cc1,-0.209,-14.7,-3.0,2.9,-6.3,-1.7,1.9,0.8,-8.4,95.5,1602
COc1ccc(-c2ccc(OC)cc2C(=O)O)cc1,0.173,6.0,-4.7,1.4,-7.3,22.6,-3.4,-0.6,-0.6,102.0,1354
Cn1ncc(N=Cc2ccccc2O)c1C(=O)N1CCOCC1,1.29,1.2,4.3,-5.0,1.0,·,-2.6,1.1,2.8,109.1,1553
COc1ccc(CCNC(=O)CCc2ccc(S(=O)(=O)NC(C)C)cc2)cc1OC,-0.0141,5.8,-0.5,2.3,2.7,-17.3,-2.0,0.3,7.3,96.9,1564
c1cncc(CSc2nnc3ccc(-c4ccncc4)nn23)c1,-0.0211,2.5,4.8,10.1,1.4,-16.8,3.6,1.2,-4.0,94.8,1711
C#CCn1c(=O)cc(C)c2ccccc21,0.0488,2.3,-4.4,8.9,-3.7,-7.6,-5.6,0.5,5.3,97.7,1491
CCS(=O)(=O)N1CCN(S(=O)(=O)c2ccc(F)cc2)CC1,·,5.5,5.0,8.1,6.2,2.6,-0.4,0.2,-9.0,95.0,1678
Cc1ccc(NC(=O)N2CCCC2)cc1Cl,-0.101,-5.4,-3.5,5.7,2.0,-6.3,1.1,-1.1,-19.9,105.9,1417
CC1(C)Cn2c(nnc2-c2cccc(O)c2)S1,·,10.3,0.1,11.2,-0.8,-47.6,-5.5,0.4,5.6,94.3,1730
O=C1Nc2ccccc2SC(c2ccccc2)C1O (stereo not drawn),0.321,10.7,0.2,-23.1,-2.9,-6.1,2.2,2.9,2.9,127.5,1424
Fc1ccccc1NC(=S)N(CCN1CCCCCC1)Cc1cccs1,-2.36,1.9,-12.3,14.7,3.8,-14.1,-0.6,0.4,6.0,96.9,1434
COCCCNC(=O)Cn1nnc(-c2ccc(NC(=O)c3ccccc3OC)cc2)n1,-0.333,1.1,6.1,17.7,-8.2,·,-2.5,6.5,-15.5,89.4,1548
CCOC(=O)C1CCCN(Cc2ccccc2Cl)C1 (stereo not drawn),-0.744,-3.4,1.4,0.2,5.8,·,1.7,2.1,-4.7,100.8,1499
CC(=O)c1ccc(OC(=O)CCc2nc3ccccc3s2)cc1,0.137,4.3,5.6,0.4,6.3,-7.6,3.2,2.5,5.7,101.6,1560
Cc1ccc(S(=O)(=O)N2CCOCC2)cc1C(=O)NCc1ccc(F)cc1,-0.173,-1.8,7.2,4.1,2.6,-3.1,3.9,0.6,-1.4,102.0,1555
CC1CC(C)CN(S(=O)(=O)c2ccc(C(=O)NN3CCOCC3)cc2)C1 (stereo not drawn),-0.229,9.2,12.9,-2.3,3.7,-37.4,7.8,4.1,8.1,102.4,1780
CCOC(=O)N1CCN(C(=O)c2cccc(NS(=O)(=O)c3ccc(F)c(F)c3)c2)CC1,-0.00513,3.6,5.5,-0.6,1.1,-17.5,2.4,-0.1,3.9,101.6,1538
Cc1ccc(S(=O)(=O)Nc2ccc(NC(=O)Nc3cccc(C(F)(F)F)c3)cc2)cc1,·,16.4,12.0,1.4,7.2,-11.8,12.4,7.9,-6.3,101.5,1927
CC(=O)Nc1ccc(NC(=O)CN2CCCC(C)C2)c(Cl)c1 (stereo not drawn),·,-0.8,-0.4,4.8,2.9,9.7,4.5,-1.0,-20.7,96.5,1515
O=C(O)CSc1nc2c(cnn2-c2ccccc2)c(=O)n1-c1ccc(Br)cc1,1.71,4.5,13.4,12.9,3.1,-3.8,-85.5,4.8,-3.1,92.5,1524
CCCc1nc2ccccc2c(C(=O)OCc2nnc(-c3cc(OC)c(OC)c(OC)c3)o2)c1CC,0.793,-1.9,4.4,-6.9,-1.4,-6.6,1.5,1.2,14.0,111.0,1438
O=[N+]([O-])c1ccc2[nH]nc(-c3ccccc3)c2c1,0.44,6.6,-4.0,17.4,8.6,14.6,-12.2,0.8,-0.7,87.4,1671
O=C(O)C(Cc1ccccc1)n1cnnn1 (stereo not drawn),·,3.3,5.4,0.3,2.2,-16.0,-5.7,0.1,1.0,108.5,1642
